Compound activity deposited in PubChem BioAssay by National Center for Advancing Translational Sciences (NCATS).
rTrxR1 inhibitor – qHTS Assay for Inhibitors of Mammalian Selenoprotein Thioredoxin Reductase 1 (TrxR1): qHTS. recombinant rTrxR1, NADPH fluorescence consumption, selenite substrate. Potency, µM (top dose mostly 114 µM), inactives show at the highest dose activity change, negative = inhibition, usual class: inhibitors. hit rate 1% among 390,000. AID 588453, 2011; further: potency means the concentration at half of the fitted maximal effect; on the % scale 0 is the no-effect control and ±100 the full control effect; nearly all actives have a fitted effect of over 65% in size
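Rat TrxR1 (90 nM in the dispensed reagent) was pre-reduced with 400 uM NADPH for 5 min at room temperature, then incubated with compound for 15 min. After 400 uM selenite was added, NADPH fluorescence (Ex 340/Em 450 nm) was followed for 8 min.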
TRHR PAM – qHTS for Small Molecule Agonists and Allosteric Enhancers of Human TRH Receptor: Primary Screen for Enhancers; Thyrotropin-releasing hormone receptor (Homo sapiens), P34981; TRHR cells, fluo-8 calcium fluorescence, EC20 TRH enhancement; enhancement, % at 2 µM; hit rate 0.66% among 360,000; AID 493056, 2011; in the data active means enhancement above about 30%; further: 0% is about no effect
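TRHR-expressing cells loaded with fluo-8 calcium dye were read kinetically (ex 480/em 530) during compound addition, then stimulated with an EC20 of TRH (10 nM final). Enhancement of the Gq-mediated intracellular calcium response was scored.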
Pin1 inh – qHTS Assay to Find Inhibitors of Pin1; AID 504891, 2011; Potency, µM (series often up to 115 µM), inactives show at the top dose activity, negative = inhibition, actives largely listed as inhibitors; Peptidyl-prolyl cis-trans isomerase NIMA-interacting 1 (Homo sapiens), Q13526; Pin1 FP peptide displacement, HiFluor488, 10 min; hit rate 0.009% among 390,000; active means well fitted inhibition curve with a large enough effect in the polarisation, with a control signal flat, not every such curve was filed as active; inconclusive means small, poorly fitted or top-dose-only effect, or effect the other way, or a change in a side signal; inactive means no such curve, though single readings can be large or run the other way; the % refers to the polarisation; further: potency means the concentration at half of the fitted maximal effect; on the % scale 0 is the no-effect control and ±100 the full control effect
Target sequence (Q13526 whole entry, looked up): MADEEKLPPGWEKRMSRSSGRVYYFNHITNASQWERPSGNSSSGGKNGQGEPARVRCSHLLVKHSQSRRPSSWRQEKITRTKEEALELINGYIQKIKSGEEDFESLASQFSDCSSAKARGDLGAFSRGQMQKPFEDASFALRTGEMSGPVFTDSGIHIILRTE
D2 ag – HTS Assay for Allosteric Agonists of the Human D2 Dopamine Receptor: Primary Screen for Agonists; D(2) dopamine receptor (Homo sapiens), P14416; HEK293 T-REx D2 cells, calcium flux agonist mode; activation, % at 2 µM; hit rate 0.53% among 340,000; AID 485358, 2010;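 active means activation over 3 SD above normal in the single-dose calcium agonist read, cut at about 30% in these data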; further: 0% is about no effect
Target sequence (P14416 whole entry, looked up): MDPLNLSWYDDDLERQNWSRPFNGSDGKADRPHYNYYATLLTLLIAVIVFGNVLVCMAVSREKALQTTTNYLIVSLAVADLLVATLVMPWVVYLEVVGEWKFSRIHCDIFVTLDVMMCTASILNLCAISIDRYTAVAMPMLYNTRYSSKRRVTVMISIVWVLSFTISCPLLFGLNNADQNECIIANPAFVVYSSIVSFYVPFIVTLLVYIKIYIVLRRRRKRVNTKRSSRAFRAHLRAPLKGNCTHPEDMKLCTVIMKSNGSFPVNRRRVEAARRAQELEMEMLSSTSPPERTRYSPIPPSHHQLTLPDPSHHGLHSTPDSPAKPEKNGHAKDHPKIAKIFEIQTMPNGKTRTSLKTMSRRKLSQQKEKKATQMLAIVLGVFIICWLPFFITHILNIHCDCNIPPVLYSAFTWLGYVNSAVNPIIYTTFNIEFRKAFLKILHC
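Agonism scored from kinetic calcium signal (1 read/sec, 180 s) following compound pin transfer, after a 10 s baseline. Cells: HEK293 Trex line expressing inducible D2 receptor coupled to calcium, dye-loaded after overnight culture at 30 C.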
mIDH1 inhibitor – qHTS for Inhibitors of mutant isocitrate dehydrogenase 1 (IDH1): qHTS | IDH1-R132H enzyme, NADPH consumption, diaphorase/resazurin fluorescence | Potency, µM (top dose mostly 76.6 µM), inactives show top-dose activity change, negative = inhibition, most hits filed as inhibitors | hit rate 0.093% among 390,000 | Isocitrate dehydrogenase [NADP] cytoplasmic (Homo sapiens), O75874; further: potency means the concentration at half of the fitted maximal effect; on the % scale 0 is the no-effect control and ±100 the full control effect; nearly all actives have a fitted effect of over 65% in size
Target sequence (O75874 whole entry R132H, stated change not applied): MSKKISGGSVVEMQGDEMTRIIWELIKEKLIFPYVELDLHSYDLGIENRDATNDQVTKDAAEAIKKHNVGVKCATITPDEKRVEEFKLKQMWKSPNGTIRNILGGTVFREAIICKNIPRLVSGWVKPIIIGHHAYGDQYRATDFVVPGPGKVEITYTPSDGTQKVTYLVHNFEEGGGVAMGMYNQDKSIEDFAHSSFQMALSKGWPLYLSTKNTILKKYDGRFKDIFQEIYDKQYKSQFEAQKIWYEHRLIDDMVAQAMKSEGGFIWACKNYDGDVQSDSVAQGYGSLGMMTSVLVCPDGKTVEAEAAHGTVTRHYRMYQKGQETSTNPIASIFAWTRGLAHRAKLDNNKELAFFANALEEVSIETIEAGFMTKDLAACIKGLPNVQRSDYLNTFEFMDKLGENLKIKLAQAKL
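IDH1-R132H (0.5 ug/mL dispensed) in pH 7.5 Tris buffer was preincubated 30 min with compound, then given a substrate mix of 0.016 mM NADPH and 2 mM alpha-KG for 80 min at room temperature; remaining NADPH was read by diaphorase/resazurin fluorescence.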
TrxR1 substrate – qHTS Assay for Substrates of Mammalian Selenoprotein Thioredoxin Reductase 1 (TrxR1): qHTS | purified TrxR1 substrate turnover, NADPH consumption readout | hit rate 0.01% among 390,000 | Potency, µM (top dose mostly 114 µM), inactives show at the top dose activity change, negative = substrate turnover; further: potency means the concentration at half of the fitted maximal effect; on the % scale 0 is the no-effect control and ±100 the full control effect; nearly all actives have a fitted effect of over 50% in size
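Rat TrxR1, dispensed at 90 nM, was prereduced with 400 uM NADPH (final) for 5 min at ~22 deg C, then incubated with compound 15 min before 400 uM selenite. A first-read NADPH fluorescence drop versus no-compound background flagged substrates.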
D2 antagonist – HTS Assay for Allosteric Antagonists of the Human D2 Dopamine Receptor: Primary Screen for Antagonists; D(2) dopamine receptor (Homo sapiens), P14416; HEK293 TREx D2 cells, calcium flux, dopamine EC80; inhibition, % at 10 µM; hit rate 2% among 340,000; in the data active means inhibition above about 30%; further: 0% is about no effect
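Dopamine at EC80 is the agonist stimulus; test compounds precede it by 180 s. Calcium flux read kinetically in a force-coupled, inducible HEK293 T-REx D2 cell line.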
TRHR agonist – qHTS for Small Molecule Agonists and Allosteric Enhancers of Human TRH Receptor: Primary Screen for Agonists; AID 493084, 2011; hit rate 0.18% among 360,000; TRHR cells, calcium flux fluo-8, FDSS agonist mode; Thyrotropin-releasing hormone receptor (Homo sapiens), P34981; activation, % at 2 µM; in the data active means activation above about 30%; further: 0% is about no effect
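Fluo-8-loaded TRHR cells; 10 s baseline, compound added, kinetic Ca2+ fluorescence read 1/s, agonist mode.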
USP1 inh – Inhibitors of USP1/UAF1: Primary Screen | AID 743255, 2014 | recombinant USP1/UAF1, Ub-Rhodamine cleavage fluorescence | hit rate 0.23% among 390,000 | Ubiquitin carboxyl-terminal hydrolase 1 (Homo sapiens), O94782 | Potency, µM (doses to about 57.1 µM), without a hit: at the top dose activity change, negative = inhibition, actives largely listed as inhibitors; further: potency means the concentration at half of the fitted maximal effect; on the % scale 0 is the no-effect control and ±100 the full control effect; nearly all actives have a fitted effect of over 60% in size; inactives centre near -12
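USP1/UAF1 complex (1 nM) preincubated 15 min at room temperature with compound, then Ub-Rho substrate (150 nM final) added. Kinetic fluorescence at 480/540 nm over 6 reads at 60 s intervals; 50 mM HEPES pH 7.8, 0.5 mM EDTA, 0.1 mg/ml BSA, 1 mM TCEP, 0.01% Tween-20.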
Numbers without * were called inactive; ? = inconclusive; / = no result given; & = joins results of further samples; [ ] = another dose, or the depositor's remark. Unless noted, the call rests on the fitted dose curve; in most records, active means well fitted inhibition curve with a large enough effect; inconclusive means small, poorly fitted or top-dose-only effect; inactive means no such curve, though single readings can be large or run the other way. This is a subset (hit frequency here may not be typical).

Start of the data: the first 2 compounds as a preview:
SMILES | rTrxR1 inhibitor | TRHR PAM | Pin1 inh | D2 ag | mIDH1 inhibitor | TrxR1 substrate | D2 antagonist | TRHR agonist | USP1 inh
Cc1ccc(S(=O)(=O)c2nc(-c3ccco3)oc2SCc2ccc(F)cc2)cc1 | -9% | -6 | 42%[activator] | 3.2 | 0% | -7% | / | 2.8 | -10%
O=C(c1ccccc1)c1c[nH]c(C(=O)C(Cl)(Cl)Cl)c1 | -3%[57.1 µM] | 3 | 1% | -0.3 | -20% | -5%[57.1 µM] | 12 | 0.3 | -7%

The listing, from the first entry:
SMILES | rTrxR1 inhibitor | TRHR PAM | Pin1 inh | D2 ag | mIDH1 inhibitor | TrxR1 substrate | D2 antagonist | TRHR agonist | USP1 inh
Cc1ccc(S(=O)(=O)c2nc(-c3ccco3)oc2SCc2ccc(F)cc2)cc1 | -9% | -6 | 42%[activator] | 3.2 | 0% | -7% | / | 2.8 | -10%
O=C(c1ccccc1)c1c[nH]c(C(=O)C(Cl)(Cl)Cl)c1 | -3%[57.1 µM] | 3 | 1% | -0.3 | -20% | -5%[57.1 µM] | 12 | 0.3 | -7%
CCCOC(=O)CCNc1n[nH]c(=O)[nH]c1=O | 8%[57.1 µM] | 5 | -3% | 0.4 | 0% | -11% | -10 | -1.5 | -11%
Nc1ncc(Br)cc1S(=O)(=O)NCCC(=O)N1CCN(c2ccccc2)CC1 | 19% | 12 | -8% | 0.5 | 11% | 4% | 0 | 0.4 | -22%
CN(C)Cc1c(O)ccc2c3c(c(=O)oc12)CCCCC3 | ? | 3 | -4% | -0.4 | 2% | / | 7 | 0.1 | -10%
COCCNC(=S)N(CCc1c(C)[nH]c2ccc(Cl)cc12)Cc1cccs1 | 2% | 0 | 0% | 0.5 | 11% | 3% | 5 | 1.0 | -22%
O=C(NCCc1ccccc1)c1c[nH]c2ccc(F)cc2c1=O | 10% | / | 0% | / | -2% | -4% | / | / | -19%
CC(=O)Nc1ccc(S(=O)(=O)N2CCC(C(=O)O)(c3ccccc3)CC2)cc1 | 19% | 7 | -8% | 1.1 | -13% | 0% | -1 | 0.2 | -11%
O=C(O)Cn1cc(/C=N/NC(=O)c2cc3cc(Br)ccc3o2)c2ccccc21 | -9% | -5 | 1% | -0.3 | 1% | -11% | -22 | 0.4 | -7%
CSc1cccc(NC(=O)c2ccc(Cl)nc2)c1 | 4% | -7 | 5% | / | 9% | 1% | / | -0.1 | -15%
COc1cc(/C=C(\C#N)C(=O)NCc2ccccc2)ccc1OCc1ccc(C(=O)O)cc1 | -20% | 1 | -1% | -0.3 | 5% | -12% | -8 | 0.3 | -22%
COC(=O)c1ccccc1NC(=O)c1ccc(COc2cc(C)cc(C)c2)o1 | 106%&-3%[activator] | -9&-3 | 5%&9% | 0.4&0.3 | -10%&3% | 52%&4%[activator] | 13 | 0.4&-0.3 | -11%&-10%
COc1ccc(/C=C/C(=O)c2ccc(Cl)cc2)c(OC)c1 | 2% | 0 | -1% | -0.3 | 4% | -5% | -3 | -0.3 | -9%
COc1cccc(N=Cc2nc(-c3ccccc3)oc2OC(C)=O)c1 | -65% | -5 | 5% | -0.2 | -1% | 7%[11.4 µM] | -7 | 0.4 | -7%
CC(=O)N1CCN(c2ccc(Nc3nc(C)nc4c3oc3ccccc34)cc2)CC1 | -2% | 2 | 10% | / | 6% | -1% | / | -0.4 | -15%
CN(Cc1ccccc1)C(=O)CSc1n[nH]c(N)n1 | 16% | 15 | 1% | -0.8 | 7% | 3% | -1 | -0.8 | -22%
O=C1CC(N2CCN(C/C=C/c3ccccc3)CC2)C(=O)N1CCc1ccccc1 (stereo not drawn) | 23% | -1 | 4% | -1.1 | 3% | 10% | 0 | 0.0 | -11%
CCN(CC)c1nc(N)nc(N(c2ccccc2)c2ccccc2)n1 | 3% | 13 | 0% | -0.5 | 1% | -8% | 0 | 0.0 | -17%
O=C(Nc1cccc(C(F)(F)F)c1)c1cccc(NS(=O)(=O)c2ccc(Br)c(C(=O)O)c2)c1 | 11%[57.1 µM] | 1 | -2% | 1.4 | 0% | 4%[57.1 µM] | 17 | 0.1 | 6%
CCN1CCN(Cc2c(O)ccc3c2O/C(=C\c2ccc(C)cc2)C3=O)CC1 | ? | -6 | ? | / | 14% | -11% | / | 26 | ?
O=C(O)CCN1C(=O)c2ccc(Oc3ccc([N+](=O)[O-])cc3)cc2C1=O | 5%[57.1 µM] | 7 | 2% | -1.0 | 5% | 5%[57.1 µM] | -7 | 0.3 | -8%
COc1ccc2[nH]c(=O)c(-c3nnn(-c4ccccc4)n3)cc2c1 | -15%[57.1 µM] | 3 | 7% | -0.2 | -4% | 14% | 0 | -0.6 | -16%
Cc1ccc(-n2c(CCC(=O)O)ccc2-c2cccs2)cc1Cl | 50µM* | 26 | ? | -2.1 | -9% | 4% | / | -1.0 | -7%
Cc1ccc(-n2nc(C)c3c(C)cc(=O)n(CC(=O)Nc4cccc(C)c4C)c32)cc1 | -5%[57.1 µM] | -1 | -2% | / | 19% | -7%[57.1 µM] | / | -0.6 | 2%
Cc1ccc(N(CC(=O)NCCc2ccc(Cl)cc2)S(=O)(=O)c2c(C)noc2C)cc1 | 36%&9%[activator] | -11&-9 | 3%&-2% | 2.4&7.0 | -7%&9% | 5%&4% | 15 | 0.0&2.2 | -9%&-13%
c1ccc(-c2nc(NCc3cccnc3)c3oc4ccccc4c3n2)cc1 | -9% | -5 | ? | -0.8 | -2% | -9% | 15 | 0.3 | -19%
NC(=O)N/N=C\c1cc(Br)ccc1O | 16%[57.1 µM] | 2 | ? | -0.4 | 6% | -6%[57.1 µM] | -20 | 0.5 | -17%
COc1cc(NC(=O)c2cccs2)c(C(=O)OCC(=O)NC(C)c2ccccc2)cc1OC (stereo not drawn) | 35% | 4 | 15% | -0.5 | -1% | 38%[activator] | -9 | 0.2 | -8%
CCC(=O)c1ccc(OC(=O)c2cnccn2)cc1 | ? | 3 | 1% | 1.3 | 0% | -2% | 0 | -2.4 | -7%
COc1ccc(CCNC(=S)N2CCC(C(=O)c3ccc(F)cc3)CC2)cc1OC | 15% | 1 | -4% | 1.1 | -2% | -5% | -9 | 0.2 | -21%
O=C(Nc1ccc(Oc2ccc(NC(=O)Nc3ccccc3Cl)cc2)cc1)Nc1ccccc1Cl | 21% | -17 | 8% | 0.7 | 1% | -1% | -11 | 1.3 | -18%
Nc1nc2ccccc2[nH]1 | 20% | -2 | -7% | 1.5 | -11% | 7% | 13 | -0.5 | ?
Cc1ccc(S(=O)(=O)CCC(=O)NCCN2C(=O)S/C(=C/c3ccc(F)cc3)C2=O)cc1 | -9% | -7 | 0% | 1.3 | 1% | -17% | -2 | -0.3 | -15%
O=C(Nc1ccc(NC(=O)c2cccs2)cn1)c1ccco1 | -12% | -2 | 5% | / | 3% | -9% | / | 0.6 | -4%
CC1CCN(S(=O)(=O)c2cc(C(=O)NCCc3ccccc3)n(C)c2)CC1 | 1%[57.1 µM] | -2 | 8% | -0.5 | 1% | 2%[57.1 µM] | / | -1.0 | -11%
Cc1ccc(CNCc2ccc3c(c2)OCO3)cc1 | 3%[57.1 µM] | -4 | -2% | -0.4 | 9% | 5%[57.1 µM] | -12 | -0.1 | -17%
Cc1ccc(-c2cc(C(=O)N3CCCc4ccccc43)no2)cc1 | 16% | -5 | -12% | 0.5 | 0% | -6% | -7 | 0.0 | -19%
COC(=O)c1cccc(NC(=O)CN2CCOCC2)c1 | 1%[57.1 µM] | 7 | 0% | -0.3 | 3% | 10% | 11 | 0.2 | -4%
CN(C)c1ccc(CN(C(=O)c2ccc(Cl)c([N+](=O)[O-])c2)C2CCS(=O)(=O)C2)cc1 (stereo not drawn) | -17%[57.1 µM] | 1 | -1% | 0.1 | 2% | 4%[57.1 µM] | 21 | 0.1 | -21%
COc1ccc(NC(=O)C2CCCN(C(=O)NC3CCCCC3)C2)cc1OC (stereo not drawn) | -3% | -3 | ? | 0.9 | 5% | -8% | 5 | -0.4 | 0%
COc1ccc(COC(=O)C2CCN(S(=O)(=O)c3ccc(Cl)cc3)CC2)cc1 | 14% | -5 | 61%[activator] | 1.5 | -4% | -2% | 7 | 1.4 | -21%
O=C(CSCc1cccc(CSCC(=O)Nc2ccc3ccccc3c2)n1)Nc1ccc2ccccc2c1 | 16%[57.1 µM] | -6 | 9% | -0.8 | 0% | 7%[57.1 µM] | 8 | 1.6 | -7%
COc1ccc(C(=O)NC2CC2)cc1OC1CCN(C(C)CSC)CC1 (stereo not drawn) | 23% | 2 | ? | 2.3 | 11% | 9% | -9 | 26 | -21%
Cc1cc(Cl)ccc1NC(=O)NC1CCN(S(=O)(=O)c2ccc(F)cc2)CC1 | -3% | -1 | -1% | 2.1 | -3% | -6% | 24 | -0.5 | -8%
Cc1ccc(Cn2ncc3c(N4CCN(c5ccc(C)cc5)CC4)ncnc32)cc1 | 6% | -4 | 4% | -1.0 | 1% | 5% | 0 | 0.2 | -1%
Cc1ccc(C2NNC(=O)C2NC(=O)c2ccccc2)cc1 (stereo not drawn) | 20%[57.1 µM] | 1 | -9% | 0.2 | 4% | 14%[57.1 µM] | 3 | 0.0 | -1%
